Screening data deposited in PubChem by several laboratories.
EBV LMP1 NFkB: reduces LMP1-driven NF-kappaB luciferase signal; LMP1-induced NF-kappaB luciferase reporter cells, luminescence; inhibition, % at 12.5 µM; 350,000 compounds, 0.69% hits; AID 504558; in the data active means inhibition above about 41%;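 further: 0% = neutral control wells and 100% = reference inhibitor control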
NR2E3 ag-1: agonists of human nuclear receptor NR2E3. GST-NR2E3/biotin-RetCOR TR-FRET, 1536-well. inhibition of corepressor binding, % at 4.78 µM. 320,000 compounds, 0.12% hits. AID 2300;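 active means percent inhibition above the cutoff of mean plus 3 SD of all tested compounds, set per screening campaign, cut at about 20% in these data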;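 further: 0% = DMSO wells and 100% = biotin wells as full block of FRET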
Target sequence (Q9Y5X4 whole entry, looked up): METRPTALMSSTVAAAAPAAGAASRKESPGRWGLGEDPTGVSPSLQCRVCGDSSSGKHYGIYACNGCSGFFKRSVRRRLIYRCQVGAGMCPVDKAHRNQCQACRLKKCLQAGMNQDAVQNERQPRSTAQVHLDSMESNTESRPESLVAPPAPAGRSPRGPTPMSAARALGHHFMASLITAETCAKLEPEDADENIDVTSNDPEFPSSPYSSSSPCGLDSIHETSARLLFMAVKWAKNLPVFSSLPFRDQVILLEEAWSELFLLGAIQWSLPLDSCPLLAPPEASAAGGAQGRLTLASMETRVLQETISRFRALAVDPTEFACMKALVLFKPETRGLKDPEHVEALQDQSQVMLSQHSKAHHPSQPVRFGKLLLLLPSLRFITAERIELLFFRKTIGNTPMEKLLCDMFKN
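System: GST-tagged NR2E3 plus biotinylated RetCOR corepressor; Amount: 1.35 nM GST-tagged NR2E3 final; Dosing: single nominal compound dose of 4.8 µM; Schedule: 5 h incubation at 4 °C; Technique: TR-FRET with europium anti-GST and streptavidin-D2, 340 nm excitation; Controls: biotin wells as high control, 0.6% DMSO wells as low control.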
HIF-2a block: HIF-2a inhibition. 360,000 compounds, 0.72% hits. AID 624352. 786-0 RCC cells HIF-2a reporter, luciferase luminescence, overnight. inhibition, % at 18.8 µM;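 active means inhibition of the luminescence signal of 40% or more relative to plate controls, in a single-dose primary screen at 18.75 µM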
iPSC survival up: enhancers of human iPSC single-cell survival | hiPSC single-cell survival, ATPlite luminescence; 100% = ROCK inhibitor wells, 0% = DMSO | survival enhancement, % at 20 µM | 360,000 compounds, 0.044% hits | AID 602274; in the data active means survival enhancement above about 18%;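 further: cells exposed to compounds for 16 hours before the ATP read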
C8 TRAIL sens: sensitizes caspase-8 expressing cells to TRAIL; NB7+C8 cells + TRAIL, ATPlite viability luminescence; inhibition (viability loss, TRAIL sensitization), % at 10 µM; 360,000 compounds, 1% hits; AID 624354;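 active means compounds causing at least 50% loss of cell viability in the single-dose screen, relative to plate controls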
CF NFkB inh: cystic fibrosis NF-kB activation inhibition. KKLEB NF-kB-GFP reporter, PAF-induced, GFP fluorescence overnight. inhibition, % at 5 µM. 360,000 compounds, 0.86% hits. AID 588850;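 active means at least 50% inhibition at 5 µM, scaled per plate between neutral and stimulator controls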;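 further: PAF is a Pseudomonas aeruginosa culture filtrate used as stimulus; plate controls were PAF-stimulated DMSO wells for no effect and unstimulated DMSO wells for full effect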
NR2E3 ag-2: agonists of human NR2E3 nuclear receptor; Q9Y5X4; CHO-S Gal4-NCOR/VP16-NR2E3 two-hybrid, luciferase; inhibition of corepressor binding, % at 3.98 µM; 360,000 compounds, 0.35% hits; AID 602229;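 active means inhibition above the mean of all tested compounds plus 3 SD, cut at about 70% in these data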;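 further: 0% = DMSO with NR2E3 transfected cells and 100% = cells lacking NR2E3 construct; higher means lower luciferase signal from less NR2E3 corepressor binding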
TRPM1 prom inh: inhibitors of MITF-driven TRPM1 promoter in melanoma cells; SK-MEL-5 TRPM1 promoter luciferase, 24 h; inhibition, % at 12.5 µM; 330,000 compounds, 0.83% hits; AID 488899;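 active means mean inhibition across replicates of 60% or more, whatever share of single replicates reaches that level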; further: values of inactives mirror those of a sister screen read the other way
KKLEB cytotox: reduces viability of KKLEB cystic fibrosis airway cells; KKLEB CF airway cells viability, ATPlite luminescence, overnight; hits give low values; cells stimulated with P. aeruginosa culture filtrate; activity change (cytotoxicity), % at 5 µM; 360,000 compounds, 0.36% hits;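 active means corrected activity change at or below -50% at 5 µM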
Peg3 prom inh: Peg3 promoter activity inhibition; HeLa PEG-Prom luciferase reporter, luminescence, overnight; inhibition, % at 20 µM; 360,000 compounds, 1.7% hits;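 active means inhibition of at least 50% at 20 µM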
Shn3 3UTR inh: reduces Shn3 3'UTR luciferase signal in osteoblasts; Clone20 osteoblast Shn3 3'UTR firefly luciferase, 24 h; inhibition, % at 12.5 µM; 360,000 compounds, 0.52% hits; AID 588674;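 active means mean inhibition of at least 75% with every replicate also reaching 75%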;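 further: 0% = median of neutral control wells and 100% = pilot-screen positive control compound; some compounds past the cut are filed as inactive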
* hit, by the source's call; / = no result given. These rows are one share of the data. The share of hits here may be higher or lower than overall.

SMILES | EBV LMP1 NFkB | NR2E3 ag-1 | HIF-2a block | iPSC survival up | C8 TRAIL sens | CF NFkB inh | NR2E3 ag-2 | TRPM1 prom inh | KKLEB cytotox | Peg3 prom inh | Shn3 3UTR inh
COCCN1CCN(c2c(C)c(C)nc3cc(-c4cccc(OC)c4)nn23)CC1 | -16 | 2 | -238 | -0.5 | -15 | 8 | -5 | 3 | -12 | -155 | -31
Cc1ccc(C(NC(=O)N2CC(C)OC(C)C2)C(Cl)Cl)cc1F (stereo unspecified) | -1 | -1 | 6 | -2.3 | -1 | -10 | -4 | 7 | 0 | 4 | 3
CCOc1cc(C(F)(F)F)cnc1/C(N)=N/O | 0 | 2 | 24 | -0.6 | -9 | 19 | -1 | -6 | -9 | -9 | -12
COc1cc(/C=C2\C(=N)N3N=C(S(C)(=O)=O)SC3=NC2=O)ccc1OS(=O)(=O)c1ccc(C)cc1 | -14 | 4 | 2 | 0.8 | 15 | 21 | -7 | -12 | 18 | -2 | -4
O=C(O)c1cccc(Sc2ccc(Br)cc2C(=O)O)c1 | 2 | -1 | 9 | 0.7 | 0 | -11 | -3 | 9 | 3 | -1 | -9
Cc1ccccc1C(=O)NNC(=S)NC(=O)c1cccnc1 | -4 | 7 | 12 | -1.2 | 10 | -3 | -2 | 8 | -23 | 11 | -3
Cc1ccc(Cl)cc1NC(=O)Cn1nc(-c2cccs2)ccc1=O | -9 | -2 | 10 | -0.1 | -24 | 12 | -22 | 1 | 2 | -6 | 6
COc1cc2c(cc1OC)C(=Cc1ccc(N(C)C)cc1)C=C2 | -7 | / | -257 | 1.0 | 14 | -23 | -47 | -52 | 9 | -194 | -32
COc1ccc(C2(C)NC(=O)N(CC(=O)NCCC3=CCCCC3)C2=O)cc1OC (stereo unspecified) | 1 | -2 | -1 | 0.7 | -4 | -7 | -20 | 7 | 6 | 12 | -6
COc1ccc(C(=O)c2ccccc2C(=O)c2ccccc2)cc1 | 0 | / | -12 | 0.7 | -2 | 2 | 7 | 2 | -8 | 15 | 5
O=C(O)C1C2C=CC3(O2)C1C(=O)N1c2ccccc2COC13 (stereo unspecified) | 2 | -2 | 11 | -2.6 | -11 | 10 | -14 | 3 | -1 | 6 | -3
Cc1cccc(CS(=O)(=O)Cc2ccc(C(=O)NC(C)c3ccccc3)o2)c1 (stereo unspecified) | -1 | 2 | 2 | 0.1 | -2 | 3 | -9 | -5 | 4 | 19 | -1
O=C(Nc1ccc2c(c1)OCO2)C1CCN(c2ccc(S(=O)(=O)N3CCOCC3)cc2)CC1 | -9 | 0 | -23 | -1.6 | -3 | 0 | -4 | -9 | 4 | -8 | -1
COc1cc(C(=O)NCc2ccc(F)cc2)cc(Cl)c1OC | 0 | -1 | 10 | -0.1 | -11 | -5 | -4 | -4 | 6 | 8 | 13
COc1ccc(-c2nc3cnccn3c2Nc2ccc3c(c2)OCO3)cc1 | 5 | 1 | 9 | 2.0 | 0 | 22 | -36 | -2 | -3 | 32 | 1
O=C(CCCCCn1c(=S)[nH]c2ccc(N3CCOCC3)cc2c1=O)NCc1ccc2c(c1)OCO2 | 5 | -17 | -5 | 0.2 | 0 | 12 | -45 | 12 | -1 | 4 | 28
CCCCNC(=O)c1onc(CSc2cccc(OC)c2)c1C(=O)O | 4 | 1 | 16 | -1.4 | -11 | 6 | -8 | -6 | 9 | 1 | -14
CC(C)CC(=O)Nc1ccc2c(c1)oc1ccccc12 | -70 | 0 | -237 | -6.2 | 39 | 0 | -111 | -91 | -4 | -286 | -83
CCOc1ccc(N2CC(C(=O)Nc3cccc(S(=O)(=O)NC4=NCCC4)c3)CC2=O)cc1 (stereo unspecified) | -4 | 4 | 4 | -0.3 | -17 | -13 | -19 | -2 | 11 | -4 | -7
Cc1cc(/C=C2\C(=O)NN(c3ccccc3)C2=O)c(C)n1-c1ccccc1O | -25 | -1 | -157 | -0.8 | 3 | 11 | -24 | -41 | -5 | -161 | /
NC(=O)Cn1cc(C(=O)C(=O)N2CCOCC2)c2ccccc21 | -3 | 7 | 2 | -0.3 | 9 | -10 | -7 | -9 | 6 | 3 | 8
CC[C@H](C)[C@H](NC(N)=O)C(=O)Nc1ccc2c(c1)OCO2 | 5 | -3 | -25 | -0.6 | -14 | -15 | -15 | -7 | -3 | -1 | -2
CCN1CCN(C(c2ccc(C(F)(F)F)cc2)c2ccc3cccnc3c2O)CC1 (stereo unspecified) | 14 | -4 | 49* | 0.2 | 20 | 16 | -3 | 66* | -33 | 55* | 64
CC(=O)NC(c1cc(Cl)c2ccccc2c1O)C(C)C (stereo unspecified) | 4 | 0 | 12 | -4.1 | 13 | 4 | -27 | 7 | -15 | -5 | 27
Cc1ccc(S(=O)(=O)N2CCN(C(=O)N3CCOCC3)CC2)cc1C | 1 | -2 | 19 | -0.5 | -24 | -18 | -16 | 14 | 10 | 6 | -16

Complete entries as entered above. Values in the order: EBV LMP1 NFkB, NR2E3 ag-1, HIF-2a block, iPSC survival up, C8 TRAIL sens, CF NFkB inh, NR2E3 ag-2, TRPM1 prom inh, KKLEB cytotox, Peg3 prom inh, Shn3 3UTR inh
CCCCNC(=O)c1onc(CSc2cccc(OC)c2)c1C(=O)O across the screens: 4, 1, 16, -1.4, -11, 6, -8, -6, 9, 1, -14
CCOc1ccc(N2CC(C(=O)Nc3cccc(S(=O)(=O)NC4=NCCC4)c3)CC2=O)cc1 (stereo unspecified) across the screens: -4, 4, 4, -0.3, -17, -13, -19, -2, 11, -4, -7
O=C(Nc1ccc2c(c1)OCO2)C1CCN(c2ccc(S(=O)(=O)N3CCOCC3)cc2)CC1 across the screens: -9, 0, -23, -1.6, -3, 0, -4, -9, 4, -8, -1

Further entries:
SMILES | EBV LMP1 NFkB | NR2E3 ag-1 | HIF-2a block | iPSC survival up | C8 TRAIL sens | CF NFkB inh | NR2E3 ag-2 | TRPM1 prom inh | KKLEB cytotox | Peg3 prom inh | Shn3 3UTR inh
C/C=C/C(=O)OCC(=O)Nc1cc([N+](=O)[O-])ccc1Cl | -1 | -1 | 9 | 0.8 | -8 | 6 | -8 | -3 | 14 | 0 | -3
CCN(CC(=O)NCc1ccc(F)cc1)C(=O)/C=C/c1ccc(OC)cc1 | 0 | 0 | 5 | -0.6 | -16 | -4 | -11 | -20 | -5 | 2 | 0
O=C(O)CCCCCNS(=O)(=O)c1cccc2c1C(=O)c1ccccc1C2=O | 6 | 1 | 6 | 2.9 | 7 | -23 | -8 | 42 | 5 | -4 | 12
CS(=O)(=O)c1ccc2nc(NC(=O)c3cccc([N+](=O)[O-])c3)sc2c1 | -9 | 4 | -262 | -0.7 | 62* | 18 | -165 | -63 | -22 | -211 | -60
COc1ccc(S(=O)(=O)Nc2ccc(F)c(F)c2)cc1Cl | 1 | 2 | -7 | 0.2 | -2 | 11 | 17 | 4 | 4 | 16 | 5
C[C@H](CO)N1C[C@H](C)[C@@H](CN(C)C(=O)Nc2ccc(C(F)(F)F)cc2)Oc2c(cccc2N(C)C)C1=O | 16 | / | 22 | 2.4 | 1 | 7 | -2 | 1 | 4 | 10 | 27
COc1ccc(C)cc1S(=O)(=O)N(CC(=O)Nc1cccc([N+](=O)[O-])c1)c1ccc(C)c(C)c1 | -9 | 1 | 22 | 1.4 | -2 | 23 | -13 | -8 | -8 | 8 | -2
CCCCCN1CC(=O)N2C(C)c3[nH]c4ccccc4c3C[C@H]2C1=O (stereo partly specified) | 1 | -1 | 11 | 2.2 | 4 | 7 | 17 | 0 | -1 | 22 | 10
O=C(N/N=C/c1ccc2c(c1)OCO2)c1ccc(NC(=O)c2ccccc2Cl)cc1 | -9 | -4 | -15 | 0.0 | 17 | 23 | 38 | -19 | -9 | -24 | 5
O=C(c1ccco1)N1CCCC(N2CCN(c3cccc(C(F)(F)F)c3)CC2)C1 (stereo unspecified) | 6 | 1 | -12 | -0.5 | 5 | 11 | 2 | -1 | -6 | 7 | 4
Cc1ccc([C@@H]2[C@@H]3C(=O)N(c4ccccc4)C(=O)[C@@H]3[C@]3(C)C(=O)N(CC4CC4)CC(=O)N23)o1 | 3 | 3 | 18 | 1.9 | 5 | -8 | 17 | 0 | 8 | -1 | 2
CCN(CC)CCCn1c2c(c(SCC(=O)Nc3ccc(C)c(F)c3)nc1=O)CCC2 | -11 | 2 | 6 | -0.3 | 12 | 8 | -1 | -5 | 8 | -18 | -8
CCOC(=O)/C(=N/O)C1=NC(C)(C)Cc2cc(C)c(C)cc21 | -9 | 0 | 26 | -1.5 | -14 | 28 | 20 | 2 | -4 | 12 | 13
CC(=O)Nc1ccc(NC(=O)C(C)Oc2ccc(Cl)cc2Cl)cc1 (stereo unspecified) | 0 | 2 | 16 | -1.3 | -1 | -8 | 10 | 21 | -16 | -4 | -1
NS(=O)(=O)c1ccc(N=C2C(=O)Nc3ccccc32)cc1 | -12 | 3 | 12 | 0.7 | -11 | 3 | 10 | -12 | 8 | 2 | -25
COc1ccccc1C/C(N)=N/OC(=O)/C=C/c1ccccc1 | -6 | 2 | -80 | -1.4 | -4 | 7 | -9 | -10 | 5 | -22 | 5
Cc1cc(C)c(C#N)c(SCC(=O)c2cccs2)n1 | -6 | 3 | -207 | -1.4 | 5 | -136 | -90 | -44 | 11 | -179 | -12
Cc1cc2oc(C(=O)Nc3c(C)n(C)n(-c4ccccc4)c3=O)c(C)c2cc1C | -4 | -4 | 4 | -0.7 | 10 | 1 | -2 | 9 | -6 | 37 | -4
c1ccc(CCNc2nc(-c3ccccn3)cs2)cc1 | -16 | 0 | -161 | 1.4 | -3 | 4 | 18 | -18 | -1 | -165 | -25

Results in NR2E3 ag-1 and EBV LMP1 NFkB, for some of the entries so far:
| Compound | NR2E3 ag-1 | EBV LMP1 NFkB |
| --- | --- | --- |
| CCN(CC)CCCn1c2c(c(SCC(=O)Nc3ccc(C)c(F)c3)nc1=O)CCC2 | 2 | -11 |
| CCOC(=O)/C(=N/O)C1=NC(C)(C)Cc2cc(C)c(C)cc21 | 0 | -9 |
| CC(=O)Nc1ccc(NC(=O)C(C)Oc2ccc(Cl)cc2Cl)cc1 (stereo unspecified) | 2 | 0 |
| NS(=O)(=O)c1ccc(N=C2C(=O)Nc3ccccc32)cc1 | 3 | -12 |

HIF-2a block: entries above that show a hit
compound | EBV LMP1 NFkB | NR2E3 ag-1 | HIF-2a block | CF NFkB inh | NR2E3 ag-2 | TRPM1 prom inh | Peg3 prom inh | Shn3 3UTR inh
CCN1CCN(C(c2ccc(C(F)(F)F)cc2)c2ccc3cccnc3c2O)CC1 (stereo unspecified) | 14 | -4 | 49* | 16 | -3 | 66* | 55* | 64
